Assay outcomes (PubChem BioAssay)
Apaf-1 inh: human Apaf-1 inhibition | reconstituted apoptosome caspase-3 activity, DEVD-Rh110 fluorescence | inhibition, % at 20 µM | 330,000 tested, 0.71% active | AID 489030; active = inhibition of at least 40% at 20 µM;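 also: plate controls were DMSO wells for no effect and DEVD-CHO caspase inhibitor wells for full effect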
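System: reconstituted apoptosome with Apaf-1, cytochrome c, caspase-9, procaspase-3, dATP; Signal: Rh110 fluorescence intensity; Schedule: 30 min compound preincubation, 50 min activation, room temperature; Reagent: cytochrome c trigger plus (Z-DEVD)2-Rh110 caspase-3 substrate.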
SENP1 FRET inh: SENP1 (human) catalytic domain inhibition; AID 624204; inhibition, % at 10 µM; Q9P0U3; 360,000 tested, 0.21% active; recombinant SENP1 catalytic domain, CyPet-SUMO1-YPet FRET cleavage;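 active = inhibition at least 30% at 10 µM, raw YFP signal under a set limit, fluorescence ratio 0.5 to 1.5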;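 also: 0% = enzyme with DMSO and 100% = no enzyme wells; some results filed as inactive read as strong as hits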
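Test system: hSENP1 catalytic domain, recombinant; Amount: 20 pM final SENP1 enzyme; Medium: Tris pH 8 buffer plus EDTA, NaCl, BME, BSA, NP40, catalase; Schedule: 50 min enzyme reaction, room temperature, light-protected; Technique: FRET fluorescence in CFP and YFP emission channels; Controls: no-enzyme wells low, DMSO-plus-enzyme wells high control.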
UBC13 polyUb: inhibitors of human UBC13 polyubiquitin chain formation | P61088 | TR-FRET | inhibition, % at 20 µM | 330,000 tested, 0.47% active; in the data active = inhibition above about 45%, passing the limit was not always enough; inconclusive = no clear call, values can overlap the other calls
SENP8 block-1: blocks the human protease SENP8; purified SENP8, Z-RLRGG-aminoluciferin cleavage, luminescence; inhibition, % at 10 µM; 330,000 tested, 1.2% active; AID 2540; in the data active = inhibition above about 50%
Target sequence (Q96LD8 whole entry, looked up): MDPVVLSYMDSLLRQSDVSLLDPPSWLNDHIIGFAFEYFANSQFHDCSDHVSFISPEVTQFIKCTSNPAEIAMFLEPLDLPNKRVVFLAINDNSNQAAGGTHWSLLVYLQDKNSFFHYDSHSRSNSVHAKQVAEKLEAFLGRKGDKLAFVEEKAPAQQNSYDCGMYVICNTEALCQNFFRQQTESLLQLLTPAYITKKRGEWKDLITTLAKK
SENP6 block: SENP6 protease inhibition; Recombinant SENP6 catalytic domain, aminoluciferin luminescence; 330,000 tested, 1.8% active; Q9GZR1; inhibition, % at 10 µM;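 active = inhibition above about 50% at the single tested dose, limit read from the data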;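 also: plate controls were DMSO wells with enzyme for no effect and DMSO wells lacking enzyme for full effect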
Target sequence (Q9GZR1 628-1112 limits assumed): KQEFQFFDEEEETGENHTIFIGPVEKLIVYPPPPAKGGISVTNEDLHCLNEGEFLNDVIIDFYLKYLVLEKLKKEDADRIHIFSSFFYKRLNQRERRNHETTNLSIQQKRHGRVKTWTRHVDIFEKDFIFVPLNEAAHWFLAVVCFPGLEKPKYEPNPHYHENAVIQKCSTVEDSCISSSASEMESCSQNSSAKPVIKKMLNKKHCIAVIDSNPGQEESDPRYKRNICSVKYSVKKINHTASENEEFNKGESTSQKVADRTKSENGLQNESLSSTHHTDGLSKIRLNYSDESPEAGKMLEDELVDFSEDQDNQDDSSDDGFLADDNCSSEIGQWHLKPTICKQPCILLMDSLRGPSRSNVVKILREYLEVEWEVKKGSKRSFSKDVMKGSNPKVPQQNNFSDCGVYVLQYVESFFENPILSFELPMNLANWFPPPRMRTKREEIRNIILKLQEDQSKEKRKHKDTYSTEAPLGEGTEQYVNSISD
A3G deaminase: inhibitors of human APOBEC3G DNA deaminase; Q9HC16; recombinant A3G, ssDNA deamination FAM/TAMRA fluorescence; inhibition, % at 20 µM; 330,000 tested, 0.28% active;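 active = inhibition of at least 40% at 20 µM, with no more than 30% in the related APOBEC3A deaminase screen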;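 also: plate controls were DMSO wells with A3G for no effect and wells lacking A3G enzyme for full effect; some compounds called inactive have numbers as strong as hits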
SENP8 block-2: blocks human SENP8 cleavage of Nedd8 substrate | Q96LD8 | recombinant SENP8, Nedd8 substrate fluorescence | inhibition, % at 20 µM | 360,000 tested, 0.64% active | AID 602440; in the data active = inhibition mostly above about 40%, no sharp cut-off; inactive = mostly below about 27%
SENP7 block: blocks the human protease SENP7. Q9BQF6. recombinant SENP7, Z-RLRGG-aminoluciferin luminescence, 40 min. inhibition, % at 5 µM. 330,000 tested, 1.5% active. AID 434973;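 active = inhibition above about 50% at the single test dose, limit read from the data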;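 also: plate controls were DMSO with enzyme for no effect and no enzyme buffer wells for full effect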
Target sequence (Q9BQF6 706-1050 limits assumed): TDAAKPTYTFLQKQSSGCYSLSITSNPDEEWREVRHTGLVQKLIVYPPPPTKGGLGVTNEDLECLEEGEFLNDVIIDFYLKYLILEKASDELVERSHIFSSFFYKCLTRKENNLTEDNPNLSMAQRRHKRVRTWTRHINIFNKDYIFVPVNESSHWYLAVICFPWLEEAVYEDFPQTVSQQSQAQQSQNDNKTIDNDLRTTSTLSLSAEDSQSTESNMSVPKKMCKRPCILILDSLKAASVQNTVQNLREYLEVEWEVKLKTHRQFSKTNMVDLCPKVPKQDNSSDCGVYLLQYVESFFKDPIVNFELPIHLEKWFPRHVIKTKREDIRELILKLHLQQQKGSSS
* marks the source's active call; other numbers are inactive results; ? = inconclusive; . = no result given; & = joins results of further samples; ! = not confirmed by another sample.

SMILES | Apaf-1 inh | SENP1 FRET inh | UBC13 polyUb | SENP8 block-1 | SENP6 block | A3G deaminase | SENP8 block-2 | SENP7 block
COc1ccc(C2C3=C(CC(C)(C)CC3=O)Oc3ncn(CC(C)C)c(=N)c32)cc1 (stereo unspecified) | 2 | 2 | 3 | -4 | -10 | 1 | 32 | -1
O=C(NC(=S)Nc1ccc(S(=O)(=O)Nc2nccs2)cc1)c1ccc(F)cc1 | -12 | -2 | -18 | 23 | 64* | 6 | 11 | 1
COc1ccc(S(=O)(=O)N(C)CC(=O)NC2CCCC2)cc1Cl | 2 | 2 | -10 | -8 | -3 | -9 | 26 | -7
CCOC(=O)c1cc2c(ccn2C)n1Cc1cc(C)ccc1C | 12 | -19 | 0 | -10 | 1 | -2 | -2 | 4
CN(C(=O)CSc1nncn1-c1ccccc1)c1ccccc1 | -3 | 2 | 1 | -3 | -4 | -7 | 4 | -5
CSc1ccc2c(c1)C(N1CCN(C)CC1)Cc1ccccc1S2 (stereo unspecified) | 48*! | 1&1 | 52*! | -10&-2 | -14&-5 | -5&0 | 9&30 | 4&10
CC(=O)NCCc1nc2cc(NC(=O)c3ccccc3C)ccc2n1C | -3 | -1 | 0 | 13 | -4 | -3 | 11 | 2
O=C(CN1C(=O)NC2(CCCC2)C1=O)N1CCN(S(=O)(=O)c2ccccc2F)CC1 | 2 | -3 | 4 | -2 | 4 | -3 | -4 | 6
O=C(CN(Cc1cccs1)C(=O)CSc1nnc(COc2ccccc2)o1)NC1CCCC1 | -13 | 3 | 0 | -2 | -18 | 2 | 3 | 3
COc1ccc(NC(=O)N(CCN2CCCC2)Cc2cc3cc(OC)c(OC)cc3[nH]c2=O)cc1 | -3 | 4 | 10 | 2 | -5 | -6 | -228 | 2
O=S(=O)(O)c1cc(OS(=O)(=O)c2ccccc2)cc2ccccc12 | -5 | 2 | -8 | -3 | -2 | -2 | 6 | -11
CN(CC(=O)Nc1ccc(S(N)(=O)=O)cc1)Cc1ccccc1F | -8 | 1 | 1 | -4 | -3 | -7 | 8 | 7
Nc1nc(-c2ccc3c(c2)CCCC3)c(CC(=O)O)s1 | 10 | -3 | -2 | -13 | 0 | -5 | -19 | -6
NNC(=O)c1cccc(COc2cccc(Br)c2)c1 | -3 | 3 | 0 | -2 | 1 | -5 | 10 | -4
CCOc1ccc(NC(=S)NC(=O)/C=C/c2ccc(C)cc2)c([N+](=O)[O-])c1 | 0 | 4 | -1 | 3 | 2 | -3 | 25 | 4
CC(NC(=O)Nn1cnnc1)(C(F)(F)F)C(F)(F)F | -23 | 3 | 5 | 4 | -9 | -5 | 14 | 10
CCN(CC)c1ccc(C(=O)n2cnc3ccccc32)cc1 | 23 | 2 | 0 | -27 | -39 | -7 | -304 | -4
Cc1ccc(S(=O)(=O)c2cnc(-c3ccccc3)nc2N2CCCCC2)cc1 | 13 | 1 | 10 | -6 | -4 | -9 | 3 | -3
CC(=O)c1ccc(-n2ccc(=O)cc2)cc1 | -494 | 3 | -7 | 0 | -21 | -5 | 8 | -2
CCCC(c1nnnn1C(C)(C)CC)N1CCN(C(=O)c2ccco2)CC1 (stereo unspecified) | 9 | -1 | 7 | -1 | -9 | -4 | 6 | 5
Cc1nn(Cc2ccc(C(=O)N3N=C(C(F)F)CC3(O)C(F)F)o2)c(C)c1[N+](=O)[O-] (stereo unspecified) | 5 | 1 | 5 | 1 | -15 | -1 | 30 | 5
O=C(CN1CCN(c2ccccc2O)CC1)Nc1cc(S(=O)(=O)N2CCCC2)ccc1Cl | 5 | 0 | -1 | 7 | -5 | -5 | 16 | 0
COc1ccc(CCNC(=O)C(=O)NCC2OCCN2S(=O)(=O)c2ccccc2)cc1 (stereo unspecified) | 1 | 0 | -5 | 7 | -20 | -8 | 13 | 0
CC(C)(C(=O)c1ccccc1)/[N+]([O-])=C/c1ccc(F)cc1 | -18 | 2 | 6 | 5 | 7 | -7 | 10 | 0
Cc1cccc(N)c1-c1c(C)cccc1N | -3 | 0 | -3 | 3 | 3 | -9 | 35 | -3
CN(Cc1ccc(Cl)c(Cl)c1)C(=O)c1cccc(S(=O)(=O)N2CCN(Cc3ccccc3)CC2)c1 | 72* | 0 | 86* | -15 | -15 | -7 | 3 | -8
Cc1cc(NC(=O)COC(=O)CCS(=O)(=O)c2ccc(C)c(C)c2)no1 | -7 | 1 | 2 | 8 | -3 | -10 | 1 | 1
COc1ccc(C2/C=C\CC(NC(=O)OCC3c4ccccc4-c4ccccc43)CC(=O)N2Cc2ccccc2F)cc1 (stereo unspecified) | 24 | -2 | . | . | . | 3 | -16 | 3
Cc1cc(=O)oc2c(C)c(OCC(=O)N3CCN(c4cccc(Cl)c4)CC3)ccc12 | 21 | -1 | 4 | -6 | -5 | -5 | -4 | 0
CCN(CC)CCOC(=O)c1ccc(NC(=O)C(C)NC(=O)C23CC4CC(CC(C4)C2)C3)cc1 (stereo unspecified) | 5 | -33 | -5 | -8 | -21 | 1 | 6 | 7
CCOC(=O)Nc1cc(NC(=O)OCC)c(C)nc1C | 35 | 3 | 20 | -1 | -13 | -1 | 20 | 8
Cc1ccc2nc(-c3ccc(S(=O)(=O)N4CCCCC4)cc3)cn2c1 | 8 | 6 | 9 | -3 | 5 | -6 | -376 | -8
O=C(Nc1ccc2c(c1)ncn2-c1ccccc1)c1ccco1 | -4 | -2 | -1 | -1 | 7 | -1 | 16 | 7
Cc1cc(NC(=O)C(C)SCC(=O)N(C)Cc2c(F)cccc2Cl)no1 (stereo unspecified) | 0 | -1 | -7 | -1 | 0 | -5 | 8 | -2
CS(=O)(=O)N(CC(=O)Nc1ccccc1)c1cccc(Cl)c1Cl | 2 | 0 | 4 | -5 | -9 | -4 | 10 | 3
Cc1ccc2nc(SCC(=O)N(CC(C)C)c3c(N)n(Cc4ccccc4)c(=O)[nH]c3=O)[nH]c2c1 | -6 | 1 | 17 | -4 | 9 | -3 | 21 | 10
Cn1c(CC(=O)Nc2ccc(Cl)cc2)nnc1SCC(=O)N1CCOCC1 | -19 | 1 | -8 | -1 | 10 | -6 | 7 | -2
CCOC(=O)c1ccc(N=C2SC(C(=O)Nc3ccc(C(=O)O)cc3)CC(=O)N2Cc2cccs2)cc1 (stereo unspecified) | 20 | 2 | -14 | 9 | -5 | -5 | 7 | -6
CCOC(=O)c1cc2c(=O)[nH]ccc2nc1C(F)(F)F | -2 | -14 | 10 | -7 | -1 | -10 | -445 | -4
CN(Cc1nc(-c2ccccc2)no1)C(=O)c1ccco1 | 4 | -2 | -1 | -3 | -15 | -8 | -2 | -4
COCCNC(=S)NC(=O)c1ccc(C(C)(C)C)cc1 | -7 | 3 | 2 | -13 | 12 | 1 | 5 | -6
CCOc1ccc2nc(NC(=O)C34CC5CC(CC(NC(C)=O)(C5)C3)C4)sc2c1 | 15 | 0 | 6 | -9 | -9 | -1 | -5 | 0
COc1cc2ncnc(NCc3ccccc3C)c2cc1OC | 0 | 0 | 3 | 7 | 1 | -4 | -3 | 0
CCN(CC)C1=CC(=[N+]2CCCC2)CC(C)(C)C1 | -2 | 1 | -8 | -1 | -10 | 46 | 5 | 8
COCc1nnc(NC(=O)C2CC(=O)N(c3ccc(C)c(Cl)c3)C2)s1 (stereo unspecified) | 13 | 2 | -2 | 18 | -8 | -2 | 4 | -11
Cc1ccc2nc3ccc(N4CCCCCCC4)nn3c(=O)c2c1 | 10 | -68 | 15 | 6 | 4 | -3 | -234 | -8
Nc1nnc(SCC(=O)Nc2cc(C(F)(F)F)ccc2N2CCOCC2)s1 | -14 | 0 | 19 | 1 | -9 | -6 | 3 | -1
Cn1c(CSc2ncn[nH]2)nc2ccccc21 | 5 | -1 | 5 | -12 | -39 | -4 | 22 | -8
CC(=O)c1ccc(N2CCN(C(=O)c3cccc(Oc4ccccc4)c3)CC2)cc1 | 18 | 1 | -2 | -8 | -3 | -2 | -144 | -5
CC(=O)c1cc(C(C)=O)c(C)nc1C | -5 | 2 | -15 | -11 | -7 | -6 | 7 | -3
CCOc1ccc(NC(=O)CN2CCN(CC(=O)c3ccc(OC)c(OC)c3)CC2)cc1 | -3 | 0 | -6 | 7 | 14 | 7 | 30 | 8
COc1ccc(NC2=C(C(C)=O)C(c3ccc(OC)cc3)C(C(C)=O)C(C)(O)C2)cc1 (stereo unspecified) | -3 | 1 | 7 | 3 | -13 | -5 | 16 | -1
CN1CCC(N(C)C(=O)CNC(=O)c2ccc(C(C)(C)C)cc2)CC1 | -9 | 1 | 9 | -5 | -3 | -8 | 7 | -3
Cc1ccc(-n2c(SCC(=O)OC(C)C)nnc2-c2cnccn2)cc1 | 10 | 1 | -7 | -14 | -32 | -9 | 17 | -12
COCCCNC(=O)N1c2ccccc2Sc2ccccc21 | 7 | 0 | 3 | -5 | -14 | -3 | 16 | -14
COc1ccc(C(=O)NNC(=O)CCn2nnc(-c3ccc(C)cc3)n2)cc1OC | 4 | 1 | -7 | 5 | -4 | 1 | 0 | 6
COc1ccc(Nc2c3c(nc4ccccc24)CCC3)c(OC)c1 | 4 | -5 | 5 | 3 | -18 | 2 | 15 | -5
CCCCNC(=O)CNC(=O)c1nn(-c2ccc(OC)c(Cl)c2)c(=O)c2ccccc12 | 12 | 1 | ? | 3 | -6 | -8 | -239 | -4
COc1ccc(/C=[N+](\[O-])C2N(c3ccccc3)C(=S)SC2(C)C)cc1OC (stereo unspecified) | -6 | -4 | -13 | -1 | -8 | -2 | 3 | 11
Cc1ccccc1NS(=O)(=O)c1ccc(C(=O)NNC(=O)c2ccccc2O)cc1 | 5 | -1 | 6 | 6 | 4 | -5 | 8 | 0

Molecules shown so far containing an NH in an aromatic ring (4):
SMILES | Apaf-1 inh | SENP1 FRET inh | UBC13 polyUb | SENP8 block-1 | SENP6 block | A3G deaminase | SENP8 block-2 | SENP7 block
COc1ccc(NC(=O)N(CCN2CCCC2)Cc2cc3cc(OC)c(OC)cc3[nH]c2=O)cc1 | -3 | 4 | 10 | 2 | -5 | -6 | -228 | 2
Cc1ccc2nc(SCC(=O)N(CC(C)C)c3c(N)n(Cc4ccccc4)c(=O)[nH]c3=O)[nH]c2c1 | -6 | 1 | 17 | -4 | 9 | -3 | 21 | 10
CCOC(=O)c1cc2c(=O)[nH]ccc2nc1C(F)(F)F | -2 | -14 | 10 | -7 | -1 | -10 | -445 | -4
Cn1c(CSc2ncn[nH]2)nc2ccccc21 | 5 | -1 | 5 | -12 | -39 | -4 | 22 | -8

The list continues.
SMILES | Apaf-1 inh | SENP1 FRET inh | UBC13 polyUb | SENP8 block-1 | SENP6 block | A3G deaminase | SENP8 block-2 | SENP7 block
CCOC(=O)Cc1csc(NC(=O)c2sc3nc4cc(C)ccc4cc3c2N)n1 | 16 | 4 | -32 | -6 | -1 | -4 | -21 | 4
CC1Cc2ccccc2N1CC(=O)Nc1ccc(N2CCOCC2)cc1 (stereo unspecified) | -10 | -11 | 0 | -2 | -12 | -5 | 11 | -4
CCOC(=O)Cn1nc(C)cc1NC(=O)c1cc(OC)c(OC)c(OC)c1 | 4 | -2 | 1 | 3 | 5 | -3 | 20 | -2
COc1cc(NC(=O)COC(=O)CCOc2ccc(C)cc2)cc(OC)c1 | 17 | 0 | 2 | -11 | -5 | -8 | 8 | 8
CSCCC(NC(=O)C1CCC(C)CC1)C(=O)N1CCN(c2ccccn2)CC1 (stereo unspecified) | -4 | -6 | 0 | 0 | 8 | -5 | 18 | 7
Cc1sc2ncnc(N3CCC(C(=O)N(C)CC(=O)Nc4ccc(Cl)c(C(F)(F)F)c4)CC3)c2c1C | 26 | -1 | 2 | -4 | -27 | 9 | 7 | 2
